Screens (PubChem BioAssay)
NR3A LBD binder: modulates the human NR3A ligand-binding domain. NR3A LBD differential scanning fluorimetry, Tm shift; 0% = protein alone, 100% = glycine-bound protein. Tm shift relative to glycine control, % at 25 µM. 340,000 compounds, 2.5% hits. AID 1259313;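 active = melting temperature shift of at least 10% of the positive control shift, at one fixed dose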
A3G deaminase: inhibitors of human APOBEC3G DNA deaminase; 330,000 compounds, 0.28% hits; inhibition, % at 20 µM; recombinant A3G, ssDNA deamination FAM/TAMRA fluorescence;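 active = inhibition of at least 40% at 20 µM, with no more than 30% in the related APOBEC3A deaminase screen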;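 also: plate controls were DMSO wells with A3G for no effect and wells lacking A3G enzyme for full effect; some compounds called inactive have numbers as strong as hits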
Target sequence (Q9HC16 whole entry, looked up): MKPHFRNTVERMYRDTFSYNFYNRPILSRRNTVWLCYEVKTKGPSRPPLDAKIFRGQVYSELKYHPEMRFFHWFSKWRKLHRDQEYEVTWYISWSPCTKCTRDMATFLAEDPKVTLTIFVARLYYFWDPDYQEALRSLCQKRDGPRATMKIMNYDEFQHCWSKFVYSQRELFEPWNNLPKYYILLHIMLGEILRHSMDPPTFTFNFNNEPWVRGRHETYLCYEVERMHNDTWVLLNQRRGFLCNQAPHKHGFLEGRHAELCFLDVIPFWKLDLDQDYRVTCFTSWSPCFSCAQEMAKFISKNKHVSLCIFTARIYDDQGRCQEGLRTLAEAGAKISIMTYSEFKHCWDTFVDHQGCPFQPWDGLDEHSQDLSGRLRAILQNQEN
mIAP act: increases mouse intestinal alkaline phosphatase activity; muIAP, CDP-Star luminescence, 30 min; hits give high values; 1 = vehicle-only enzyme signal, 0 = enzyme-free wells; 330,000 compounds, 0.24% hits; activation factor at 10 µM;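 active = activation factor of at least 2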; also: the source names both 10 and 20 µM as test concentration; values of inactives mirror those of a sister screen read the other way
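Assay system: mouse IAP enzyme; Reagent: CDP-Star chemiluminescent phosphatase substrate; Compound: DMSO-dissolved test compounds; Incubation: 30 min, room temperature; Technique: luminescence from enzymatic CDP-Star hydrolysis; Controls: DMSO-only wells and no-enzyme negative control.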
MPTP block: blocks calcium-induced mitochondrial swelling; isolated mouse mitochondria, Ca2+ swelling absorbance, 30 min; inhibition, % at 10 µM; 360,000 compounds, 1.4% hits;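 active = inhibition of 50% or more, scaled per plate between neutral and stimulator controls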;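 also: 0% = DMSO wells given calcium and 100% = 1 mM EGTA wells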
A3A deaminase: inhibitors of human APOBEC3A DNA deaminase; P31941; recombinant A3A, FAM/TAMRA ssDNA deamination fluorescence; inhibition, % at 20 µM; 330,000 compounds, 0.41% hits; AID 493011;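 active = at least 40% inhibition at 20 µM here, with at most 30% in a related deaminase screen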;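 also: plate controls were A3A with DMSO for no effect and wells lacking A3A enzyme for full effect; some results filed as inactive read as strong as hits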
MIN6 prolif: MIN6 beta-cell proliferation induction; MIN6 cells proliferation, ATPlite luminescence, 48 h; cells starved in 0.2% serum; 100% = growth in 10% serum; proliferation, % at 10 µM; 330,000 compounds, 0.29% hits;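 active = compounds whose signal lies at least 3.5 SD above the mean of all wells on their plate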;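 also: 0% = DMSO-treated cells in low-serum medium and 100% = 10% serum control; some compounds called inactive have numbers as strong as hits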
mIAP block: mouse IAP inhibition; 330,000 compounds, 0.2% hits; inhibition, % at 10 µM; purified mouse IAP, CDP-Star luminescence, 30 min;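 active = inhibition of at least 40% at 10 µM in the primary screen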;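 also: plate controls were DMSO with enzyme for no effect and no enzyme wells for full effect; values of inactives mirror those of a sister screen read the other way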
hIAP inh: blocks human intestinal alkaline phosphatase. P09923. purified IAP, CDP-Star luminescence, 30 min. inhibition, % at 10 µM. 330,000 compounds, 0.12% hits;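 active = inhibition reaching a set limit with compound at 10 µM in the primary screen, cut at about 35% in these data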;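 also: plate controls were DMSO wells with enzyme for no effect and no-enzyme buffer wells for full effect; values of inactives mirror those of a sister screen read the other way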
Target sequence (P09923 whole entry, looked up): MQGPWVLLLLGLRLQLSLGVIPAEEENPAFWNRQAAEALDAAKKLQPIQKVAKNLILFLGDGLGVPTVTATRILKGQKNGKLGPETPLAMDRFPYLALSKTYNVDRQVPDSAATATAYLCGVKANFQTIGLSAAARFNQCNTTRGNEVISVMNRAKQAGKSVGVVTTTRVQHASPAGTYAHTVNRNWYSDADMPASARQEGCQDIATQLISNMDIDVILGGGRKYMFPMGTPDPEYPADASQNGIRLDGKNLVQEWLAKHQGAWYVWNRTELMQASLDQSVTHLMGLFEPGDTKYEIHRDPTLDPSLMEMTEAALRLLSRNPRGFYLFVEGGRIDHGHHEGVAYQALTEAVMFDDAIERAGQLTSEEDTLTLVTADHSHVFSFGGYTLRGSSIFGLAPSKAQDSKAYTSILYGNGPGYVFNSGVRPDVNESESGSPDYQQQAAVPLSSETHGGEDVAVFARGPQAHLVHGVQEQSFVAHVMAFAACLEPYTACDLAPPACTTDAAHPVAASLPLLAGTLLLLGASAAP
hIAP activ: human IAP activation; purified human IAP, CDP-Star luminescence, 30 min; hits give high values; 1 = vehicle-only enzyme, 0 = enzyme-free background; activation factor at 10 µM; 330,000 compounds, 0.16% hits; AID 2524;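 active = activation factor of the enzyme at least 2-fold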; also: the source names both 10 and 20 µM as test concentration; values of inactives mirror those of a sister screen read the other way
* marks the source's active call; other numbers are inactive results. Random draw from the library (roughly 5% active in at least one column).

`COc1ccc(C(=O)NCC(=O)OCC(=O)NC(=O)NC2CCCCC2)cc1OC` gave NR3A LBD binder 0, A3G deaminase 0, mIAP act 0.91, MPTP block 1.6, A3A deaminase 1, MIN6 prolif -2, mIAP block 9, hIAP inh -3 and hIAP activ 1.
`O=C(CS(=O)(=O)c1ccc(Br)cc1)N1CCOCC1` gave NR3A LBD binder 2, A3G deaminase -6, mIAP act 0.9, MPTP block -0.1, A3A deaminase -1, MIN6 prolif 11*, mIAP block 10, hIAP inh 20 and hIAP activ 0.8.
`CNc1ccc(S(=O)(=O)NC)cc1[N+](=O)[O-]` gave NR3A LBD binder -1, A3G deaminase -3, mIAP act 1, MPTP block -2.5, A3A deaminase 1, MIN6 prolif 0, mIAP block -5, hIAP inh 2 and hIAP activ 0.98.
Screening Cc1ccc(-c2csc3nc[nH]c(=O)c23)c(C)c1 returned NR3A LBD binder 2, A3G deaminase -6, mIAP act 0.94, MPTP block 0.4, A3A deaminase -6, MIN6 prolif 3, mIAP block 6, hIAP inh 19 and hIAP activ 0.81.
For Nc1c(C(=O)N/N=C/c2cccnc2)oc2nc(-c3ccco3)cc(-c3ccco3)c12 the results were NR3A LBD binder -3, A3G deaminase 27, mIAP act 0.51, MPTP block 3.9, A3A deaminase 13, MIN6 prolif -3, mIAP block 49*, hIAP inh 11 and hIAP activ 0.89.
Screening COc1cnc(-c2ccccn2)nc1Oc1ccc(Cl)c2ccccc12 returned NR3A LBD binder -2, A3G deaminase -7, mIAP act 0.83, MPTP block -4.9, A3A deaminase -4, MIN6 prolif -6, mIAP block 17, hIAP inh -24 and hIAP activ 1.2.
For CCn1c2ccccc2c2cc(NC(=O)c3ccc(C)c([N+](=O)[O-])c3)ccc21 the results were NR3A LBD binder 7, A3G deaminase -5, mIAP act 0.91, MPTP block 5.6, A3A deaminase -3, MIN6 prolif -3, mIAP block 9, hIAP inh -4 and hIAP activ 1.
CC(C)OC(=O)c1c(NC(=O)CCn2nnc3ccccc32)sc2c1CCCC2 was read as NR3A LBD binder 3, A3G deaminase -11, mIAP act 0.96, MPTP block 9.7, A3A deaminase -3, MIN6 prolif -6, mIAP block 4, hIAP inh -14 and hIAP activ 1.1.
Screening COc1ccc(NC(=S)N2CCN(S(=O)(=O)c3ccc(OC)cc3)CC2)cc1 returned NR3A LBD binder -3, A3G deaminase -6, mIAP act 1, MPTP block -1.3, A3A deaminase -2, MIN6 prolif -2, mIAP block -3, hIAP inh -24 and hIAP activ 1.2.
`CC(=O)NC1(C(F)(F)F)NC(=O)N(CC(C)C)C1=O` (centres undefined) gave NR3A LBD binder 2, A3G deaminase -5, mIAP act 1, MPTP block -0.1, A3A deaminase -2, MIN6 prolif 1, mIAP block -3, hIAP inh -10 and hIAP activ 1.1.
For COc1ccc(/C=N/OCC(=O)Nn2c(C)nc3ccccc3c2=O)cc1 the results were NR3A LBD binder 1, A3G deaminase -6, mIAP act 0.98, MPTP block 2.4, A3A deaminase -1, MIN6 prolif -3, mIAP block 2, hIAP inh 2 and hIAP activ 0.98.
Screening CC1CCN(c2cc(N3CCC(C)CC3)c([N+](=O)[O-])cc2/C=C(\C#N)c2nn(-c3ccccc3)c(N)c2C#N)CC1 returned NR3A LBD binder 6, A3G deaminase 5, mIAP act 0.77, MPTP block 4.4, A3A deaminase 4, MIN6 prolif -3, mIAP block 23, hIAP inh 7 and hIAP activ 0.93.
Screening O=C(/C=C/c1c(Cl)cccc1Cl)n1cccn1 returned NR3A LBD binder 1, A3G deaminase -4, mIAP act 1.1, MPTP block 0.3, A3A deaminase -2, MIN6 prolif 1, mIAP block -7, hIAP inh -8 and hIAP activ 1.1.
`Cn1c(SCC(=O)N/N=C/C=C\c2ccccc2[N+](=O)[O-])nc2ccccc21` gave NR3A LBD binder 0, A3G deaminase 10, mIAP act 0.9, MPTP block 3.7, A3A deaminase -1, MIN6 prolif 2, mIAP block 10, hIAP inh 15 and hIAP activ 0.85.
Screening O=c1[nH]c(-[n+]2ccc3ccccc3c2)c(/C=N/N=C(\[O-])c2ccccc2)s1 returned NR3A LBD binder 0, A3G deaminase 0, mIAP act 0.81, MPTP block 0.6, A3A deaminase -4, MIN6 prolif 1, mIAP block 19, hIAP inh 8 and hIAP activ 0.92.
`O=CN(Cc1ccco1)C1(C(=O)NC2CCCCC2)CCCCC1` gave NR3A LBD binder -2, A3G deaminase -5, mIAP act 1.1, MPTP block 2.5, A3A deaminase 1, MIN6 prolif -2, mIAP block -5, hIAP inh -3 and hIAP activ 1.
For CC(=O)c1cccc(NC(=S)NCc2ccccc2)c1 the results were NR3A LBD binder 1, A3G deaminase -4, mIAP act 1, MPTP block 0.2, A3A deaminase -6, MIN6 prolif -1, mIAP block -2, hIAP inh -5 and hIAP activ 1.1.
Cc1ccc(-n2nc3c(Cl)nnc(C)c3c2C)cc1 was read as NR3A LBD binder 0, A3G deaminase -9, mIAP act 1.1, MPTP block 0.5, A3A deaminase -4, MIN6 prolif -1, mIAP block -13, hIAP inh 1 and hIAP activ 0.99.
For OC(COCC1CC=CCC1)Cn1cnc2ccccc21 (centres undefined) the results were NR3A LBD binder -2, A3G deaminase 1, mIAP act 0.94, MPTP block 1.1, A3A deaminase 0, MIN6 prolif 0, mIAP block 6, hIAP inh 7 and hIAP activ 0.93.
`COc1cccc(Cn2nnc(C(=O)NCc3ccccc3Cl)c2N)c1` gave NR3A LBD binder -2, A3G deaminase -6, mIAP act 0.88, MPTP block 0.9, A3A deaminase -4, MIN6 prolif 0, mIAP block 12, hIAP inh -3 and hIAP activ 1.
For CCS(=O)(=O)NCc1csc(-c2ccccc2)n1 the results were NR3A LBD binder -2, A3G deaminase -6, mIAP act 0.99, MPTP block -0.5, A3A deaminase -5, MIN6 prolif 1, mIAP block 1, hIAP inh 16 and hIAP activ 0.84.
Screening CC(C)(C)Nc1nc2ccc([N+](=O)[O-])cc2o1 returned NR3A LBD binder 1, A3G deaminase 10, mIAP act 1, MPTP block 19, A3A deaminase 1, MIN6 prolif 2, mIAP block -5, hIAP inh 2 and hIAP activ 0.98.
For O=C(CSc1ncccn1)Nc1ccccc1 the results were NR3A LBD binder 2, A3G deaminase -7, mIAP act 0.93, MPTP block -1.1, A3A deaminase -4, MIN6 prolif 1, mIAP block 7, hIAP inh 2 and hIAP activ 0.98.
`CC#CCN1c2ccccc2[C@]23C[C@@H](C(=O)OC)N(C(=O)OCC)C2=NC(C(=O)OC)=C(C(=O)OC)[C@H]13` gave NR3A LBD binder -2, A3G deaminase -4, mIAP act 0.96, MPTP block -1.3, A3A deaminase -2, MIN6 prolif -4, mIAP block 4, hIAP inh 0 and hIAP activ 1.
C=CCN1C(=O)C(=O)N(Cc2nc3ccccc3s2)C1=O was read as NR3A LBD binder 1, A3G deaminase -15, mIAP act 0.97, MPTP block -1.3, A3A deaminase -6, MIN6 prolif -2, mIAP block 3, hIAP inh 14 and hIAP activ 0.86.
Screening CCn1cc(C(=O)N2CCCC2)c(=O)c2cc(S(=O)(=O)N3CC(C)CC(C)C3)ccc21 (centres undefined) returned NR3A LBD binder -2, A3G deaminase -6, mIAP act 0.96, MPTP block -0.6, A3A deaminase -3, MIN6 prolif -3, mIAP block 4, hIAP inh 1 and hIAP activ 0.99.
Screening Cc1onc(-c2ccccc2)c1C(=O)Nc1nnc(C(C)C)s1 returned NR3A LBD binder 0, A3G deaminase -12, mIAP act 1, MPTP block -1.4, A3A deaminase -2, MIN6 prolif -2, mIAP block -3, hIAP inh -4 and hIAP activ 1.
Screening CCN(CC)S(=O)(=O)c1cccc(C(=O)N/N=C/c2ccccc2OCC(=O)O)c1 returned NR3A LBD binder 1, A3G deaminase -7, mIAP act 0.99, MPTP block -1.9, A3A deaminase -3, MIN6 prolif 2, mIAP block 1, hIAP inh -12 and hIAP activ 1.1.
S=c1[nH]nc(CCc2ccccc2)n1-c1ccc(Cl)cc1 was read as NR3A LBD binder 3, A3G deaminase -1, mIAP act 1, MPTP block -2.1, A3A deaminase -4, MIN6 prolif 0, mIAP block 0, hIAP inh -12 and hIAP activ 1.1.
Screening O=C(Cc1cccs1)N1CCN(C(=O)C2CCCO2)CC1 (centres undefined) returned NR3A LBD binder -12, A3G deaminase -1, mIAP act 0.94, MPTP block -0.9, A3A deaminase 4, MIN6 prolif 2, mIAP block 6, hIAP inh -6 and hIAP activ 1.1.

No new results follow: 3 of the compounds above.
Screening CCn1cc(C(=O)N2CCCC2)c(=O)c2cc(S(=O)(=O)N3CC(C)CC(C)C3)ccc21 (centres undefined) returned NR3A LBD binder -2, A3G deaminase -6, mIAP act 0.96, MPTP block -0.6, A3A deaminase -3, MIN6 prolif -3, mIAP block 4, hIAP inh 1 and hIAP activ 0.99.
Screening Cc1onc(-c2ccccc2)c1C(=O)Nc1nnc(C(C)C)s1 returned NR3A LBD binder 0, A3G deaminase -12, mIAP act 1, MPTP block -1.4, A3A deaminase -2, MIN6 prolif -2, mIAP block -3, hIAP inh -4 and hIAP activ 1.
Screening CCN(CC)S(=O)(=O)c1cccc(C(=O)N/N=C/c2ccccc2OCC(=O)O)c1 returned NR3A LBD binder 1, A3G deaminase -7, mIAP act 0.99, MPTP block -1.9, A3A deaminase -3, MIN6 prolif 2, mIAP block 1, hIAP inh -12 and hIAP activ 1.1.

Other compounds follow.
`CC(=O)c1c(Nc2ccccc2)sc(C(=O)c2ccccc2)c1C` gave NR3A LBD binder 13*, A3G deaminase 0, mIAP act 0.94, MPTP block 0.7, A3A deaminase 1, MIN6 prolif -5, mIAP block 6, hIAP inh 8 and hIAP activ 0.92.
`CC(C)CC(=O)Nc1nnc(S(=O)(=O)N(C)Cc2ccco2)s1` gave NR3A LBD binder 7, A3G deaminase 0, mIAP act 1.1, MPTP block -1.1, A3A deaminase 5, MIN6 prolif -2, mIAP block -9, hIAP inh 13 and hIAP activ 0.87.
`Cc1ccc2c(c1)NCC(C(=O)NC1CCCCC1)O2` (centres undefined) gave NR3A LBD binder -7, A3G deaminase -4, mIAP act 0.95, MPTP block 0.4, A3A deaminase -1, MIN6 prolif -3, mIAP block 5, hIAP inh 0 and hIAP activ 0.99.
CCCCCCCN=CC1=C(O)CC(c2ccccc2)CC1=O (centres undefined) was read as NR3A LBD binder -6, A3G deaminase -1, mIAP act 0.85, MPTP block 1.6, A3A deaminase 2, MIN6 prolif 0, mIAP block 15, hIAP inh 16 and hIAP activ 0.84.
`O=C(CNS(=O)(=O)c1ccc(F)c(Cl)c1)NCCc1ccccc1` gave NR3A LBD binder -1, A3G deaminase -7, mIAP act 0.9, MPTP block -0.1, A3A deaminase -5, MIN6 prolif 1, mIAP block 10, hIAP inh 2 and hIAP activ 0.98.
CC(=O)N1CSCC1C(=O)O (centres undefined) was read as NR3A LBD binder 0, A3G deaminase -4, mIAP act 0.99, MPTP block -6.1, A3A deaminase -3, MIN6 prolif -5, mIAP block 1, hIAP inh -9 and hIAP activ 1.1.
Screening CC1(C(=O)Nc2cccc(S(=O)(=O)N3CCOCC3)c2)Cc2ccccc2C(=O)O1 (centres undefined) returned NR3A LBD binder -8, A3G deaminase -5, mIAP act 0.99, MPTP block -1.8, A3A deaminase 1, MIN6 prolif -4, mIAP block 1, hIAP inh 7 and hIAP activ 0.93.
Screening O=c1c(Cc2ccc(Cl)cc2Cl)c(O)ccn1Cc1ccncc1 returned NR3A LBD binder -1, A3G deaminase 2, mIAP act 0.85, MPTP block -1.1, A3A deaminase -1, MIN6 prolif 0, mIAP block 15, hIAP inh 7 and hIAP activ 0.93.
